# Assay outcomes as filed in PubChem.
# eIF4E 4G PPI: inhibitors of eIF4E and eIF4G interaction in translation initiation; P63073+Q04637; TR-FRET eIF4E-eIF4GI(517-606) binding, 2 h; inhibition, % at 21.7 µM; hit rate 0.37% among 220,000;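 active = inhibition above about 30%, limit read from the data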;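 also: 0% = full FRET control wells and 100% = background wells lacking eIF4GI fragment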
# S1P4 antag: human S1P4 receptor antagonism | AID 1510 | inhibition, % at 4.98 µM | O95977 | hit rate 0.26% among 220,000 | S1P4-expressing cells, antagonist mode, reporter read-out; in the data active = inhibition above about 29%;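 also: 0% = wells stimulated with agonist and 100% = vehicle wells without agonist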
# NPY-Y1 antag: NPY-Y1 (human) receptor antagonism. P25929. HEK293-CNG Y1 cells, membrane potential fluorescence; NPY at EC95, then isoproterenol. inhibition, % at 3.6 µM. hit rate 1% among 200,000. AID 1040;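 active = inhibition above the campaign mean inhibition of all tested compounds plus 3 SD, cut at about 20% in these data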;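 also: 0% = DMSO wells given NPY plus isoproterenol and 100% = isoproterenol alone without NPY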
#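 material = HEK293 cells with Y1 receptor plus CNG channel | also added = NPY 25 nM then isoproterenol 1 µM plus Ro 20-1724 25 µM | schedule = dye 3 h, compound 60 min room temperature, stimulation 45 min | measured by = membrane potential fluorescence | benchmarks = high control isoproterenol alone, low control NPY with isoproterenol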
# NPY2 pot ag: human NPY-Y2 potentiation or agonism, primary screen; hit rate 0.45% among 220,000; activation, % at 3.6 µM; P49146; cells expressing NPY-Y2, potentiator/agonist read-out; AID 1359; in the data active = activation above about 27%;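 also: cells stimulated with NPY near EC25 plus isoproterenol at EC100; 0% = vehicle plus submaximal agonist and 100% = vehicle plus saturating agonist; some results beyond the cut were filed as inactive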
# EP2 modulator: modulates human prostaglandin E2 receptor EP2 signaling; EP2-expressing cells, cAMP HTRF FRET, PGE2 co-stimulation; P43116; hit rate 0.83% among 260,000; induction, % at 25 µM; AID 940;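 active = compounds whose cAMP rise, as percent of the full-agonist control response, exceeds 60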;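 also: rat C6 glioma line stably carrying human EP2 under a CMV promoter; the protocol text gives 20 µM as final concentration; 100% = response of wells given 1 µM PGE2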
# NPY-Y1 PAM-ag: potentiates or activates human NPY-Y1 receptor; NPY-Y1 expressing cells, potentiator/agonist activation; activation, % at 3.6 µM; hit rate 0.37% among 220,000; in the data active = activation above about 33%, passing the limit was not always enough;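 also: cells stimulated with NPY at EC10 then isoproterenol at EC100; 0% = low agonist plus stimulus and 100% = saturating agonist plus stimulus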
# p97 inhibitor: human p97 ATPase inhibition; P55072; recombinant p97 ATPase, Kinase-Glo ATP luminescence, 3 h; inhibition, % at 8 µM; hit rate 0.42% among 220,000; AID 1481; in the data active = inhibition above about 15%;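 also: 0% = DMSO vehicle and 100% = wells lacking enzyme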
# Target sequence (P55072 whole entry, looked up): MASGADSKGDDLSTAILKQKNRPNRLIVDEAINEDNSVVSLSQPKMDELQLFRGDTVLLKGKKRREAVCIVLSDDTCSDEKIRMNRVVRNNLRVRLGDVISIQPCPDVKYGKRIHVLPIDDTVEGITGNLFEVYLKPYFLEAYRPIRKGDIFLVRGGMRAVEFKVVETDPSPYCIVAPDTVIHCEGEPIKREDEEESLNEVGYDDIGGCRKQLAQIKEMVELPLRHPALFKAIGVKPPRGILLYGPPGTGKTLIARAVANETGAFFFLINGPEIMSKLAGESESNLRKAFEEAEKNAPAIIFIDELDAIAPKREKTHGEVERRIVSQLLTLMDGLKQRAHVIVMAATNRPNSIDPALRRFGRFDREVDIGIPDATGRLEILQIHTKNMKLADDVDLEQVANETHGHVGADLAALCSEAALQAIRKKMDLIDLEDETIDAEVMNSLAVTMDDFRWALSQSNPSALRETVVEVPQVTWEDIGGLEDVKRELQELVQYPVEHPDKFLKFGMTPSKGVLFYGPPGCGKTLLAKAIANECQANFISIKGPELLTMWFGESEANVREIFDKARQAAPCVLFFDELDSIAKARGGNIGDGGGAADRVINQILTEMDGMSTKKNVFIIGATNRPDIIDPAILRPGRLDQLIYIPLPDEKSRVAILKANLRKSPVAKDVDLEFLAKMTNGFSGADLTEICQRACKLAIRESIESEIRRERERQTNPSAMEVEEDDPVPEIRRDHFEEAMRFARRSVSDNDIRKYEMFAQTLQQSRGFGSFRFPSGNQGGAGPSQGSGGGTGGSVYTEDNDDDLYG
# S1P4 ag: activates the human S1P4 receptor; S1P4-expressing cell line, agonist reporter assay; activation, % at 4.98 µM; hit rate 0.35% among 220,000; AID 1509; in the data active = activation above about 11%;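 also: 0% = DMSO vehicle and 100% = reference agonist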
# EP2 antag: inhibitors of human EP2 prostaglandin E2 receptor; C6 glioma cells expressing human EP2, cAMP TR-FRET; cells stimulated with saturating PGE2; inhibition, % at 25 µM; hit rate 0.52% among 260,000; P43116;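 active = percent inhibition above 40 after rounding to a whole number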;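 also: rat C6 glioma host cells with rolipram phosphodiesterase inhibitor present; the protocol text gives 20 µM as final concentration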
# Starred values were filed as active, the others as inactive; / = no result given; [ ] = another dose, or the depositor's remark. Only part of the results is shown, so the mix of outcomes need not match the whole.
Structure | eIF4E 4G PPI | S1P4 antag | NPY-Y1 antag | NPY2 pot ag | EP2 modulator | NPY-Y1 PAM-ag | p97 inhibitor | S1P4 ag | EP2 antag
CCOC(=O)/C(C#N)=C/c1cc2ccc(C)cc2nc1Cl | 2.1 | -12.0 | -1.6 | -9.6 | -10.6 | -18.3 | 6.3 | -1.4 | 9.4
CCCCNC(=O)C1C2C=CC3(CN(Cc4ccccc4Cl)C(=O)C13)O2 (stereo not given) | 6.7 | -18.1 | 2.0 | 9.7 | 34.2 | 1.3 | 1.6 | 1.9 | 8.0
Cc1cccc(NC2SC(=O)NC2=O)c1 (stereo not given) | -2.7 | -20.2 | -0.7 | -12.2 | 25.1 | -10.4 | -3.2 | 0.8 | 5.3
COc1cccc(OCCn2cccc2/C=C2/C(=N)N3OC(C)=CC3=NC2=O)c1 | -2.9 | -18.8 | -1.1 | -8.4 | -11.1 | -8.8 | 2.4 | 1.6 | 6.4
COc1cc2c(cc1NC(=O)CN1CCN(S(=O)(=O)c3ccc(F)cc3)CC1)oc1ccccc12 | -15.4 | -28.3 | 0.5 | 5.2 | -10.4 | -11.7 | -0.4 | 1.4 | 11.3
CCc1ccccc1-n1c(SCC(=O)Nc2ccc3c(c2)OCCO3)nc2[nH]ncc2c1=O | 0.3 | 9.0 | -6.5 | -8.2 | 7.8 | -12.2 | 3.9 | 1.1 | 5.9
c1coc(CNc2ncnc3ccccc23)c1 | 8.2 | -20.1 | 1.7 | 5.5 | -25.1 | 5.4 | 4.7 | 1.0 | 21.3
CC(=O)c1ccn(S(=O)(=O)c2ccc(Cl)cc2)c1 | -4.2 | -0.3 | / | -11.5 | -51.3 | 2.4 | 0.8 | 1.0 | 6.3
CCC(=O)Nc1nnc(SCC(=O)NCCc2ccc(OC)c(OC)c2)s1 | 4.8 | 2.8 | -2.5 | 7.6 | 2.2 | -0.7 | -0.7 | 0.0 | 3.9
Nc1cccc(-c2nc3ccccc3s2)c1 | 7.6 | 25.6 | 4.5 | -2.8 | -36.8 | 26.7 | 1.0 | -1.5 | 9.0
Cn1c2c(c(=O)n(C)c1=O)C(C(F)(F)F)(C(F)(F)F)N=C(C1CCCCC1)N2 | -1.1[fluorescence artefact?] | -17.5 | 6.1 | 2.1 | -0.2 | 3.8 | -1.1 | 1.5 | 17.8
COc1ccc(NC(=O)C2CCN(S(=O)(=O)c3ccc(Br)s3)CC2)cc1OC | 5.0[fluorescence artefact?] | 1.9 | -4.3 | 5.4 | -67.0 | 15.1 | 3.8 | -1.4 | 7.1
COc1ccc(-c2nc(-c3cccc(C(F)(F)F)c3)no2)cc1OC | -9.3 | -6.8 | 2.2 | 10.3 | 13.2 | 12.7 | 10.0 | 0.5 | 6.9
CCOc1ccccc1N1CCN(Cc2ccc(OC)c(OC)c2OC)CC1 | -5.5 | -12.0 | 1.9 | -20.4 | 29.1 | -34.8 | -5.5 | 0.9 | 5.2
Cc1c(C(=S)NC(=O)C2CC2)c(=O)n(-c2ccccc2)n1C | -2.7 | -15.1 | -3.9 | 2.3 | -24.7 | 5.3 | -0.3 | 0.6 | 6.2

# One compound at a time, from the list above. Order of screens: eIF4E 4G PPI, S1P4 antag, NPY-Y1 antag, NPY2 pot ag, EP2 modulator, NPY-Y1 PAM-ag, p97 inhibitor, S1P4 ag, EP2 antag
# Record of Cn1c2c(c(=O)n(C)c1=O)C(C(F)(F)F)(C(F)(F)F)N=C(C1CCCCC1)N2 : -1.1[fluorescence artefact?], -17.5, 6.1, 2.1, -0.2, 3.8, -1.1, 1.5, 17.8
# Record of CCOC(=O)/C(C#N)=C/c1cc2ccc(C)cc2nc1Cl : 2.1, -12.0, -1.6, -9.6, -10.6, -18.3, 6.3, -1.4, 9.4

# (continued)
Structure | eIF4E 4G PPI | S1P4 antag | NPY-Y1 antag | NPY2 pot ag | EP2 modulator | NPY-Y1 PAM-ag | p97 inhibitor | S1P4 ag | EP2 antag
C=COC(=O)CSc1snc(SCC(=O)OC)c1C#N | -1.3 | -4.4 | -4.4 | 11.6 | -4.7 | 3.4 | 1.8 | -1.1 | 17.4
COc1ccc(-c2csc(NC(=O)COc3ccc(N(C)S(=O)(=O)c4ccc(C)cc4)cc3)n2)cc1 | -2.8 | -1.6 | 8.5 | -13.8 | 0.0 | -18.3 | 4.2 | -0.5 | 13.3
CSc1nc2ccc(NC(=O)c3ccc(F)c(F)c3)cc2s1 | 0.0 | -2.7 | 3.7 | -3.5 | -70.4 | 7.1 | -0.4 | 1.8 | 7.5
CC[C@H](C)[C@H](NC(N)=O)C(=O)NCCc1ccc(OC)cc1 | -0.2 | -1.7 | / | 16.9 | -7.6 | -3.1 | 3.8 | 1.4 | 7.6
Cn1cnc2c(=O)[nH]cc([N+](=O)[O-])c21 | -0.6 | -8.3 | 3.8 | 1.5 | 22.5 | 0.4 | -2.0 | 1.1 | 7.3
O=C(N/N=C(\c1ccccc1)c1cccnc1)C(O)(c1ccccc1)c1ccccc1 | -8.3 | -1.9 | -2.9 | -15.6 | 17.8 | 14.5 | -0.1 | 3.2 | 16.0
CCN(CC)S(=O)(=O)c1cc(NC(=O)COC(=O)c2sc3ccccc3c2Cl)ccc1C | 5.0[fluorescence artefact?] | -15.2 | 4.1 | -13.6 | 20.6 | -25.9 | 0.2 | 0.4 | 10.0
Cc1cc(C)c(S(=O)(=O)N2CCN(c3ccc([N+](=O)[O-])c(NCc4ccco4)c3)CC2)c(C)c1 | -0.4 | -15.3 | 3.8 | -8.0 | -24.8 | 6.9 | 2.4 | 1.3 | 6.7
CCCc1cc(NCCCCO)n2c(nc3ccccc32)c1C#N | -7.1 | -3.2 | -1.4 | 11.0 | 11.6 | 1.4 | 2.3 | 2.5 | 11.7
CN(CC(=O)Nc1ccccc1N1CCOCC1)S(=O)(=O)c1ccc(F)cc1 | 6.3 | -5.6 | 8.1 | -24.3 | -26.6 | 1.2 | -4.9 | -2.6 | 21.2
COc1ccc(NC(=O)/C(Cl)=C(/Cl)S(=O)Cc2ccc(C)cc2)cn1 (stereo not given) | 1.6 | 59.5* | 5.8 | -18.3 | -23.1 | -44.9 | 10.7 | -4.2 | 37.0
COc1cccc(-n2c(Cc3cc(=O)[nH]c(=O)[nH]3)nnc2SC(C)C)c1 | -3.1[fluorescence artefact?] | -27.3 | 6.9 | 14.5 | 16.9 | -12.6 | -10.9 | 1.8 | 15.3
NC(=O)CS(=O)(=O)c1nc2ccccc2n1Cc1ccccc1F | -13.0 | -2.5 | 8.6 | 16.2 | 18.2 | 1.0 | 3.0 | -1.0 | 7.3

# 3 compounds picked at random from the list so far, as already listed:
Structure | eIF4E 4G PPI | S1P4 antag | NPY-Y1 antag | NPY2 pot ag | EP2 modulator | NPY-Y1 PAM-ag | p97 inhibitor | S1P4 ag | EP2 antag
C=COC(=O)CSc1snc(SCC(=O)OC)c1C#N | -1.3 | -4.4 | -4.4 | 11.6 | -4.7 | 3.4 | 1.8 | -1.1 | 17.4
Cc1cc(C)c(S(=O)(=O)N2CCN(c3ccc([N+](=O)[O-])c(NCc4ccco4)c3)CC2)c(C)c1 | -0.4 | -15.3 | 3.8 | -8.0 | -24.8 | 6.9 | 2.4 | 1.3 | 6.7
CN(CC(=O)Nc1ccccc1N1CCOCC1)S(=O)(=O)c1ccc(F)cc1 | 6.3 | -5.6 | 8.1 | -24.3 | -26.6 | 1.2 | -4.9 | -2.6 | 21.2
